From PubChem
UbGFP stabilizer = inhibits proteasome, raising ubiquitin-GFP reporter fluorescence; Ubiquitin-GFP reporter cells, proteasome inhibition, GFP fluorescence; response scale: untreated = 0%, 10 µM MG-132 = 100%; Potency, µM (highest dose often 45.9 µM), for the others: top-dose activation (GFP accumulation), usual class: activators; 67,000 tested, under 10 active; active = well fitted activation curve with a large enough effect, not every such curve was filed as active; inconclusive = small, poorly fitted or top-dose-only effect, or another doubt; inactive = no such curve, though single readings can be large or run the other way; note: potency is the fitted concentration of half-maximal effect
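U2OS cells stably expressing ubiquitin(G76V)-GFP, seeded overnight in 0.5% FBS medium, were exposed to compounds (qHTS, 46 uM to 2.9 nM) for 4 hr at 37 °C. GFP-positive cells were counted by laser cytometry (488 ex/515 em), normalized between basal and 10 uM MG-132.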
HBB splice mod = alters splicing of the hemoglobin beta chain. AID 925. HBB splicing reporter cell assay, activation; EGFP reporter with mutant IVS2-654 intron; response scale: normalised to 500 nM splice-correcting PNA. 65,000 compounds, 0.06% hits. Potency, µM (series often up to 46.1 µM), for inactives: top-dose activation, actives largely listed as activators; note: potency is the fitted concentration of half-maximal effect; 0% is about no effect
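Compounds were applied for 2 days to HeLa EGFP-654 cells, 500/well in Optimem with 2% FCS. The reporter's EGFP is disrupted by mis-splicing of beta-globin intron IVS2-654. Readout: summed well GFP fluorescence from 488 nm laser scanning; reference was 500 nM antisense […] 654 PNA.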
Rhodamine autofl = compound autofluorescence in rhodamine spectral region; max dye-equivalent concentration, M; 59,000 compounds, 0.05% hits; Rhodamine-region fluorescence, 547/598 nm, Tris buffer; stronger effect = higher value; in the data active = max dye-equivalent concentration above about 11 nM; inconclusive = between about 1.1 nM and that limit
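Intrinsic compound fluorescence, ex 547 / em 598 nm, CCD imager. Tris 100 mM pH 8.0; 15 min RT. Output = rhodamine dye-equivalent concentration at each compound concentration.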
Texas Red fluor = compound fluoresces in the Texas Red spectral region. AID 587. 59,000 compounds, 0.06% hits. Compound fluorescence, Texas Red channel, 547/618 nm; stronger effect = higher value. max dye-equivalent concentration, M; in the data active = max dye-equivalent concentration above about 10 nM; inconclusive = between about 1.1 nM and that limit
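Compound titrations in 100 mM Tris pH 8.0 were incubated 15 min at room temperature and read at 547 nm excitation / 618 nm emission. Texas Red six-point standard curve on each plate converted fluorescence to dye-equivalent concentration.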
HADH2 inh = inhibitors of human HADH2 dehydrogenase | recombinant HADH2, NADH fluorescence, beta-hydroxybutyryl-CoA | Potency, µM (series often up to 57.1 µM), for the others: top-dose activity change, negative = inhibition, most hits filed as inhibitors | AID 886 | Q99714 | 73,000 compounds, 3.4% hits; note: potency is the fitted concentration of half-maximal effect; % is set by controls: 0 for no effect and ±100 for the full control effect; nearly all actives have a fitted effect of over 60% in size; many of its hits are not listed in these tables
Target sequence (Q99714 whole entry, looked up, one chain of several): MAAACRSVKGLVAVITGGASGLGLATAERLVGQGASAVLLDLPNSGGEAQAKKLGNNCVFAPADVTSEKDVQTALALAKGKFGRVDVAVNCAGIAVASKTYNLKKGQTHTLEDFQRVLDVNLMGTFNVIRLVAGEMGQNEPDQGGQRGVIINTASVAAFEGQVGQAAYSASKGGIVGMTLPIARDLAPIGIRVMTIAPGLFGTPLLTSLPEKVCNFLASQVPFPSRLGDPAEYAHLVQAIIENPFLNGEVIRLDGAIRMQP
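Buffer 100 mM Tris-HCl pH 9.0/0.01% Tween-20; HADH2 20 nM; NAD+ 1 mM; beta-hydroxybutyryl-CoA 90 uM (all final). 15 min cpd preincubation, RT.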
Hsp90 Hop PPI = changes Hsp90-Hop TPR2A binding signal, up or down; Potency, µM (highest dose often 57 µM), for the others: at the highest dose activity change, negative = inhibition; AID 595; AlphaScreen TPR2A-His6 binding biotin-Hsp90 C-terminal peptide; 71,000 compounds, 0.44% hits; active = well fitted curve in either direction with a large enough effect; inconclusive = small, poorly fitted or top-dose-only effect, or another doubt; note: potency is the fitted concentration of half-maximal effect; % is set by controls: 0 for no effect and ±100 for the full control effect; many of its hits are not listed in these tables
15-hLO inh = 15-hLO (ALOX15) enzyme inhibition; P16050; purified 15hLO-1, xylenol orange hydroperoxide absorbance; Potency, µM (highest dose often 57.1 µM), for the others: top-dose activity change, negative = inhibition, hits mostly inhibitors; 74,000 compounds, 1.4% hits; AID 887; note: potency is the fitted concentration of half-maximal effect; % is set by controls: 0 for no effect and ±100 for the full control effect; nearly all actives have a fitted effect of over 55% in size
Target sequence (P16050 whole entry, looked up): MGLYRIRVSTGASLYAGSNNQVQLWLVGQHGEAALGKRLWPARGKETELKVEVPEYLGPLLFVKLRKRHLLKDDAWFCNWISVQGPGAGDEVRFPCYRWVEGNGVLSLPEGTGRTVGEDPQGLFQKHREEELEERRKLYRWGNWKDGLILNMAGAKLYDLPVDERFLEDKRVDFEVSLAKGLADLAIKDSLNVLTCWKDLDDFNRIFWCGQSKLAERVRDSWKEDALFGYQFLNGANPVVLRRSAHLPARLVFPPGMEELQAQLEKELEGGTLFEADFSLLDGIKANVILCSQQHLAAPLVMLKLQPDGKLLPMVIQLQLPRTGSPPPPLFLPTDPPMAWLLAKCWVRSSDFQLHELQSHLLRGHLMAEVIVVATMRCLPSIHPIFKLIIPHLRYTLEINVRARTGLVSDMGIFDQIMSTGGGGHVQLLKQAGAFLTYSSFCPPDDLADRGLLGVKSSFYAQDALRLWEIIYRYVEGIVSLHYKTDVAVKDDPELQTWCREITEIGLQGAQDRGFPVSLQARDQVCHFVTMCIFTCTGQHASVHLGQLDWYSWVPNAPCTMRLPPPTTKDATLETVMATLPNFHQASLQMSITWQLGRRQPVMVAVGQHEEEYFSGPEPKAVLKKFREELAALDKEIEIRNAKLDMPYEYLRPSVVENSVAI
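Purified human 15hLO-1 (40 nM) in 25 mM Hepes pH 7.5, 0.01% Triton X-100, preincubated 15 min RT with compound, then 50 uM arachidonic acid for 6 min. Hydroperoxide read by ferrous/xylenol orange, 30 min; 573/405 nm absorbance ratio gave progress.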
GFP derepression = epigenetic modulators derepressing GFP locus in mouse cells | AID 597 | mouse C127i GFP locus derepression, cytometry, 30 h | Potency, µM (top dose mostly 46.1 µM), without a hit: top-dose GFP derepression (activation) | 68,000 compounds, 0.09% hits; note: % of control where 0% means no effect
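Murine C127i mammary cells carrying a silenced, stably integrated CMV-driven GFP reporter were treated with compound for 30 hours at 37 C. After PBS washes, GFP-positive cells were counted by laser-scanning microplate cytometry.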
Fluorescein fluor = compound fluoresces in the fluorescein spectral region. 59,000 compounds, 0.91% hits. AID 593. max fluorescein-equivalent concentration, M. Compound autofluorescence, 480/540 nm, fluorescein-equivalent; stronger effect = higher value; in the data active = max fluorescein-equivalent concentration above about 10 nM; inconclusive = between about 1.1 nM and that limit
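Library compounds, added at multiple concentrations to pH 8.0 Tris buffer (100 mM), incubate 15 min at room temperature before CCD imaging at 480 nm excitation and 540 nm emission.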
4-MU autofl = compounds fluorescent in 4-MU spectral region | max dye-equivalent concentration, M | 59,000 compounds, 11% hits | compound autofluorescence, 340/450 nm, 4-MU equivalents; stronger effect = higher value; in the data active = max dye-equivalent concentration above about 10 nM; inconclusive = mostly about 1.1 nM to 9.6 nM
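Compounds in 100 mM Tris, pH 8.0, incubated 15 min at room temperature, then fluorescence read at 340 nm excitation/450 nm emission. Signal converted to 4-MU dye-equivalent concentration using an on-plate six-point 4-MU standard curve.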
DNA Pol III inh = inhibitors of bacterial DNA polymerase III holoenzyme; 71,000 compounds, 0.25% hits; Potency, µM (highest dose often 57.1 µM), without a hit: at the highest dose activity change, negative = inhibition; AID 603; reconstituted DNA polymerase III holoenzyme replication, biochemical; note: potency is the fitted concentration of half-maximal effect; % is set by controls: 0 for no effect and ±100 for the full control effect
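Reconstituted *E. coli* holoenzyme (0.35 nM Pol III, 1 nM beta, 154 nM SSB, 2 nM primase) was preincubated with compound for 15 min at RT. Synthesis on 1.4 nM ssM13Gori ran 35 min, then was stopped with PicoGreen/EDTA and read as dsDNA fluorescence.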
* = called active by the depositor; i = inactive; ? = inconclusive; nt = not tested or not shown; & = joins results of further samples; [ ] = another dose, or the depositor's remark. Unless noted, calls come from the whole dose curve; as a rule, active = well fitted curve in the direction sought with a large enough effect; inconclusive = small, poorly fitted or top-dose-only effect, or another doubt; inactive = no such curve, though single readings can be large; an effect the other way counts as inactive or inconclusive. An excerpt (hit frequency here may not be typical).

SMILES	UbGFP stabilizer	HBB splice mod	Rhodamine autofl	Texas Red fluor	HADH2 inh	Hsp90 Hop PPI	15-hLO inh	GFP derepression	Fluorescein fluor	4-MU autofl	DNA Pol III inh
Cc1ccc(-n2c(O)c(C=NCc3cccnc3)c(=O)[nH]c2=O)cc1C	0%	-1.2%[57.5 µM]	i	i	-19%	-1%	7%	0%	i	?	1%
CCCCCn1c(SCCCC)nc2c1c(=O)[nH]c(=O)n2C	-5%	-5.5%	i	i	?	-5%	-13%	-4%	i	i	0%
CC[C@@H]1[C@@H]2C[C@H]3[C@H]4N(C)c5ccccc5[C@@]45C[C@@H]([C@@H]2[C@@H]5O)N3[C@H]1O	-11%[20.5 µM]	1.7%[20.6 µM]	i	i	1%[25.6 µM]	-3%[26 µM]	3%[25.6 µM]	-3%[20.6 µM]	i	i	9%[25.6 µM]
O=c1[nH]oc2c1CCNC2	9%	1.4%[20.6 µM]	i	?	3%	-1%	-4%	1%	i	i	-5%
Cn1c(=O)c2[nH]cnc2n(C)c1=O.[CH2-][C@H](Cc1cccc2cc(C(=O)O)c(=O)oc12)OC.[Hg].[OH-]	-5%[9.17 µM]	2.7%[9.22 µM]	i	i	1%[11.4 µM]	-3%[11 µM]	?	-3%[9.22 µM]	i	i	-9%[11.4 µM]
O=[N+]([O-])C(Br)Br	nt	-0.2%	nt	nt	1%	0%	-3%	nt	nt	nt	1%
C[C@@H]1[C@@H](C)N1C[C@H](O)Cn1ccnc1[N+](=O)[O-] (stereo partly specified)	-3%[9.17 µM]	1.2%[9.22 µM]	i	i	2%[11.4 µM]	-1%[11 µM]	1%[11.4 µM]	-2%[9.22 µM]	i	i	0%[11.4 µM]
Cc1cc(S(=O)(=O)NCC(C)C)ccc1OCC(=O)N1CCN(Cc2ccccc2)CC1	0%	0.3%	i	i	-2%	-2%	0%	2%	?	i	1%
N#C/C=C/C#N	nt	0.2%	nt	nt	-8%	0%	-3%	nt	nt	nt	1%
O=C1CC(=O)N(c2cccc(Cl)c2)C(=O)N1	1%	nt	i	i	-11%	0%	-10%	0%	i	i	-6%
O=C(c1ccccc1)[C@H]1[C@H](c2ccccc2[N+](=O)[O-])N1C1CCCCC1 (stereo partly specified)	5%[9.17 µM]	0.7%[9.22 µM]	i	i	-17%[11.4 µM]	-3%[11 µM]	-4%[11.4 µM]	-3%[9.22 µM]	?	i	-8%[11.4 µM]
O=c1[nH]c(=O)n(CCc2ccccc2)c(O)c1C=NCCCn1ccnc1	nt	nt	i	i	nt	nt	nt	2%[20.6 µM]	i	i	nt
C(=NC12CN3CN(CN(C3)C1)C2)c1cccnc1	-1%	0.8%	i	i	0%	-6%	-19%	-2%	i	i	0%
Cn1c(=O)c2nncnc2n(C)c1=O	1%	0.3%	i	i	-1%	-2%	-2%	1%	1.1e-08M*	i	-8%
C[C@]12CCC(=O)C=C1CC[C@@H]1[C@@H]2CC[C@@]2(C)[C@H]1CC[C@]2(C)O	nt	-1.6%	nt	nt	-2%	?	3%	nt	nt	nt	0%
O=C(C1CCCCC1)N1CCC(c2nc3c(nnn3Cc3c(F)cccc3Cl)c(=O)[nH]2)CC1	-1%	-0.2%[57.5 µM]	i	i	6%	-2%	?	-3%	?	i	-11%
O=P(c1ccccc1)(c1ccccc1)N1CCCCC1	nt	nt	i	i	nt	nt	nt	8%[20.6 µM]	i	i	nt
Nc1ccncc1	1%&-5%	1.3%	i	i	6%&-29%	1%&4%	13%[25.6 µM]	0%&-2%	?	i	-6%&-2%
CN(C)C(=O)CSc1nnc([C@@H](N)Cc2ccccc2)o1	-1%	-4.2%[57.5 µM]	i	i	-5%	-2%	9%	0%	?	i	-3%
ClCC[N+]12CC[N+](CCCl)(CC1)C2 (tested in a mixture with another compound)	9%[9.17 µM]	4.3%[9.22 µM]	i	i	-2%[11.4 µM]	1%[11 µM]	23%[11.4 µM]	11%[9.22 µM]	i	i	3%[11.4 µM]
COC(=O)c1ccccc1OP1(=O)COc2ccccc2OC1	3%	8.6%[0.369 µM]	i	i	17%	-4%	0%	2%	?	i	0%
Cn1c(O)c(/C=N/c2ccccn2)c(=O)n(C)c1=O	-5%	3.7%	i	i	-13%	-3%	4%	0%	i	?	-3%
N#CCCN	3%	0.8%	i	i	6%	-7%	9%	0%	i	i	-1%
CN1CCCC2(CCN(C(=O)c3ccco3)CC2)C1	-1%	2.0%	i	i	3%	-1%	3%	7%[9.22 µM]	i	i	-7%
O=C(COc1ccccc1)N1CCN(C/C=C/c2ccccc2)CC1	-3%	0.8%	i	?	13%	-6%	4%	-3%	i	i	-1%
(next part)
SMILES	UbGFP stabilizer	HBB splice mod	Rhodamine autofl	Texas Red fluor	HADH2 inh	Hsp90 Hop PPI	15-hLO inh	GFP derepression	Fluorescein fluor	4-MU autofl	DNA Pol III inh
CCOCC(=O)NC1CCSC1=O (stereo unspecified)	-4%	nt	i	i	4%	-1%	2%	1%	i	i	-6%
Cc1cc(CN(C)C)c(OC(=O)N(C)C)cc1C	8%	1.2%[57.5 µM]	i	i	-3%	5%	7%	0%	i	?	-2%
c1ccc(C2CC3CC(c4ccco4)N2O3)cc1 (stereo unspecified)	14%[9.17 µM]	-2.2%[0.0738 µM]	nt	nt	4%[11.4 µM]	-9%[11 µM]	4%[11.4 µM]	8%	nt	nt	-2%[11.4 µM]
CCOC(=O)CCN=Cc1c(O)n(-c2ccc(Br)cc2)c(=O)[nH]c1=O	-2%	2.3%[1.84 µM]	i	i	3%	0%	7%	-2%	i	i	-8%
COCCOC(=O)c1c(N)n(Cc2ccccc2)c2nc3ccccc3nc12	1%	2.7%[57.5 µM]	i	?	32µM*	11%	-13%	0%	i	3.4e-06M*	-7%
COc1ccc(CCNC(=O)c2c(N)n(CCN3CCOCC3)c3nc4ccccc4nc23)cc1	-3%	-2.1%	i	i	?	23%	-10%	4%	?	1.8e-07M*	-2%
CCOc1ccc(-n2c(O)c(C=Nc3ccc(N(CC)CC)cc3)c(=O)[nH]c2=O)cc1	nt	nt	i	i	nt	nt	nt	0%[20.6 µM]	?	?	nt
CN(C)CCOC(=O)c1cn(Cc2ccccc2)c2ccccc12	nt	nt	i	?	nt	nt	nt	0%[20.6 µM]	i	i	nt
CC(=O)c1c(C)n(CCCOC(C)C)c2ccc(O)cc12	-5%	3.3%	i	?	-3%	-7%	1%	-4%	i	i	-1%
COC1=C(C)C(=O)c2c(c(COC(N)=O)c3n2C[C@@H]2[C@@H]3N2C)C1=O (stereo partly specified)	5%[9.17 µM]	-1.1%[9.22 µM]	i	i	12%[11.4 µM]	-4%[11 µM]	-9%[11.4 µM]	0%[9.22 µM]	i	i	-28%[11.4 µM]
CC(c1ccccc1F)n1cc(C(=O)Nc2ccc3nc[nH]c3c2)nn1 (stereo unspecified)	7%	-0.1%[57.5 µM]	i	?	-2%	-4%	20%	-2%	?	i	-4%
Fc1ccc(N2CCN(Cc3ccc4c(c3)OCO4)CC2)cc1	2%	-1.3%	i	i	0%	-4%	-10%	10%	i	?	-2%
CN(C)Cc1c[nH]c2ccccc12	4%	-1.2%[20.6 µM]	i	i	?	-9%	3%&4%[25.6 µM]	-2%[9.22 µM]	?	?	-7%
O=C(O)CBr	nt	0.4%	nt	nt	-5%	2%	-2%	nt	nt	nt	3%
CCCCn1c(O)c(C(C)=Nc2c(C)n(C)n(-c3ccccc3)c2=O)c(=O)[nH]c1=O	-3%	-2.4%[0.369 µM]	i	i	4%	-4%	12%	1%	i	?	-2%
CCN1C[C@]2(C)CC[C@H](OC)[C@@]34[C@@H]2[C@H](OC(C)=O)[C@]2(OCO[C@@]25C[C@@H](OC)[C@@H]2C[C@@]3(O)[C@H]5[C@@H]2OC)[C@H]14	-2%[20.5 µM]	0.9%[20.6 µM]	i	i	4%[25.6 µM]	-1%[26 µM]	9%[25.6 µM]	2%[20.6 µM]	i	i	-10%[25.6 µM]
N#Cc1cccc(NC(=O)N2CC3(CCN(C(=O)Oc4ccccc4)CC3)C2)c1	0%	1.9%	i	i	6%	-3%	-5%	-2%[9.22 µM]	?	i	-1%
O=[N+]([O-])c1ccc(F)c([N+](=O)[O-])c1	nt	-1.1%	nt	nt	-22%	-5%	-16%	nt	nt	nt	2%
